Bioassay records (PubChem BioAssay)
EPAC2 antag = blocks human EPAC2 exchange factor; Potency, µM (doses to about 114 µM), for inactives: at the top dose activity, negative = inhibition, usual class: inhibitors; EPAC2 GEF exchange of Rap1B-BODIPY-GDP, fluorescence; AID 720708; actives 0.18% (n = 360,000); also: potency is read from the fitted curve at half-maximal effect; % is scaled to controls: 0 for no effect and ±100 for the full control effect; nearly all actives have a fitted effect of over 45% in size; many of its hits are not listed in these tables
MmCpn inh = blocks the Methanococcus maripaludis chaperonin Mm-Cpn; purified Mm-Cpn ATPase, ADP Transcreener TR-FRET; Potency, µM (highest dose often 76.9 µM), for inactives: at the highest dose activity, negative = inhibition, actives largely listed as inhibitors; actives 0.031% (n = 330,000); AID 504842; also: potency is read from the fitted curve at half-maximal effect; % is scaled to controls: 0 for no effect and ±100 for the full control effect; nearly all actives have a fitted effect of over 80% in size
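Purified archaeal Mm-CPN (25nM final) preincubated 10 min at 37degC with compound, then 10uM ATP for 30 min at 37degC; ADP measured by HTRF Transcreener TR-FRET; buffer 30 mM TRIS pH 7.4, 100mM KCl, 5mM MgCl2, 1mM DTT.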
CCT modulator = changes cytosolic chaperonin activity. purified chaperonin ATPase assay, HTRF ADP detection, 30 min. activity change, % (concentration not given with the values), hits read low. actives 0.3% (n = 360,000); in the data active = activity change below about -30%; also: % is scaled to controls: 0 for no effect and ±100 for the full control effect
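TRiC at 40 or 20 nM final (batch-dependent) in 30 mM Tris pH 7.4, 100 mM KCl, 5 mM MgCl2, 1 mM DTT, with compound at single 76 uM and 10 uM ATP, 30 min at 37 deg C. ADP detected by HTRF Transcreener, 665/615 ratio.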
EPAC2 agonist = EPAC2 (human) agonism; Q8WZA2; actives 0.079% (n = 360,000); Potency, µM (highest dose often 154 µM), without a hit: at the highest dose activation, usual class: activators; EPAC2 activation, biochemical qHTS; response scale: 100% = 6.5 mM cAMP response; also: potency is read from the fitted curve at half-maximal effect; nearly all actives have a fitted effect of over 50% in size
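Guanine nucleotide exchange by EPAC2 is measured as reduced fluorescence of BODIPY-GDP once it is released from 250 nM Rap1B. Plates are read kinetically for 30 min at room temperature; results are scaled to 6.5 mM cAMP.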
PTHR1 agonist = activates the human parathyroid hormone receptor PTHR1 | Q03431 | HEK293 GP2 PTHR1 cells, GloSensor cAMP luminescence, 1 h | Potency, µM (highest dose often 115 µM), without a hit: top-dose activation, usual class: activators | actives 0.075% (n = 410,000) | AID 743266; also: potency is read from the fitted curve at half-maximal effect; nearly all actives have a fitted effect of over 55% in size; some results filed as inactive show a strong effect at the top dose; inactives centre near -15; many of its hits are not listed in these tables
Target sequence (Q03431 whole entry, looked up): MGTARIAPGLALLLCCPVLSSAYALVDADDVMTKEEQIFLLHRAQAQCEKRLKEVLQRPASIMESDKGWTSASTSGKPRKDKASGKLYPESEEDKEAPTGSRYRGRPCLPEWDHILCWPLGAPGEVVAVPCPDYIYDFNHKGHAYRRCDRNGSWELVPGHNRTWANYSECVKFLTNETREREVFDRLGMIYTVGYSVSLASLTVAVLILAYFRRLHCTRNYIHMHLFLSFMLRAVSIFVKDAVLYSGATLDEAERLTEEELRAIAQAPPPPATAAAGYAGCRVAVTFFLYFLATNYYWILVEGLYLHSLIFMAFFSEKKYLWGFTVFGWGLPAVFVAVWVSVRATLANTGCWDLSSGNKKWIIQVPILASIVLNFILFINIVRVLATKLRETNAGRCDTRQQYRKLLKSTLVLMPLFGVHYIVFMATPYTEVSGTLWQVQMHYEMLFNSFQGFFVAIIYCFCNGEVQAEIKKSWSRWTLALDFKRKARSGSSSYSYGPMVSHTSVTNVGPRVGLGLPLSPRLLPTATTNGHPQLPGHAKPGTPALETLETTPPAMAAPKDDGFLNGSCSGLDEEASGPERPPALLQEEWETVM
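HEK-293-derived GP2 cells expressing PTHR1 and a GloSensor cAMP reporter, 3,000/well, plated overnight, given luciferin plus IBMX (each 0.5 mM as added) for 1 h at 37 °C, then compound for 1 h at 37 °C. Luminescence was read after 15 min at room temperature.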
Akt phos inh = blocks phosphorylation of Akt. actives 0.32% (n = 360,000). Neuro2A IGF-stimulated pAkt S473 HTRF, 20 min; hits give low values. AID 651550. activity change, % for hits at 50 µM; in the data active = activity change below about -80%; inconclusive = mostly about -51% to -80%; also: % is scaled to controls: 0 for no effect and ±100 for the full control effect
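Neuro2A cells (4,500/well, DMEM with 0.5% FBS) were treated with compound at a single 50 µM final concentration, stimulated with 6 nM IGF for 20 min at 37 °C, and lysed. Phospho-Akt Ser473 was read by HTRF as 665/615 ratio ×10^4.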
DRD3 agonist = agonists of human D3 dopamine receptor. P35462. actives 0.58% (n = 410,000). AID 652048. max activation, %. D3R DiscoveRx beta-arrestin cells, luminescence, 90 min; in the data active = max activation above about 30%; also: 0% is about no effect; mostly tested at two doses, the higher about 12 µM
Target sequence (P35462 whole entry, looked up): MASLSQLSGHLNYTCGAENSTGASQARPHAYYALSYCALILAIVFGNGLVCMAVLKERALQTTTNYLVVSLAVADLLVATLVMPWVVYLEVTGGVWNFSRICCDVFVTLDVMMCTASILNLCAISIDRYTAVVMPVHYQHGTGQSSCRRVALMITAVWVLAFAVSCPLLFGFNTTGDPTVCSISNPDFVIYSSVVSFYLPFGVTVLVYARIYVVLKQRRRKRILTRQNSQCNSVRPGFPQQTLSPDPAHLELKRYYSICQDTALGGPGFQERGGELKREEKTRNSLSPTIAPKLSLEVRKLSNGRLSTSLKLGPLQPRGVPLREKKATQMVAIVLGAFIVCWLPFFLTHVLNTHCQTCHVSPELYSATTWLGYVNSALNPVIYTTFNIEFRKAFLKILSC
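Agonist mode: compounds and dopamine controls were applied to plated cells for 90 min at 37 degrees C after an overnight attachment at 1500 cells/well. Luminescent read-out followed 30 - 60 minutes at room temperature with DiscoveRx detection reagent.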
D3 antag = blocks the human D3 dopamine receptor | P35462 | D3R cells, DiscoveRx beta-arrestin luminescence, antagonist mode; hits give low values | max response, negative = inhibition, % | actives 2.5% (n = 360,000); in the data active = max response below about -50%; inconclusive = no clear call, values can overlap the other calls; also: % is scaled to controls: 0 for no effect and ±100 for the full control effect; mostly tested at two doses, the higher about 12 µM
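Cells plated overnight at 1500 cells/well, then exposed to library compounds with dopamine controls for 90 minutes at 37 degrees C. DiscoveRx reagent added for 30–60 minutes at room temperature; luminescence read, quantitative HTS format.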
* = called active by the depositor; i = inactive; ? = inconclusive; . = no result given; [ ] = remark or other dose. Unless noted, calls follow the shape of the dose curve; as a rule, active = well fitted curve in the direction sought with a large enough effect; inconclusive = small, poorly fitted or top-dose-only effect, or another doubt; inactive = no such curve, though single readings can be large; an effect the other way counts as inactive or inconclusive. These rows are one share of the data, so the mix of outcomes need not match the whole.

Value order – EPAC2 antag | MmCpn inh | CCT modulator | EPAC2 agonist | PTHR1 agonist | Akt phos inh | DRD3 agonist | D3 antag
CCOC(=O)C(NC(=O)N1CCCCC1)(c1ccccc1)C(F)(F)F (centres undefined)
  -6% | 1% | -3.1 | 1% | i | i | 4 | -2
COCCNC(=O)Cn1nc(Cc2ccncc2)c2ccccc2c1=O
  2% | 0% | 0.9 | 7% | i | i | -7 | -8
COc1cc(OC)cc(-c2oc(=O)c3cc(OC)c(OC)cc3c2/C=C/c2ccc(F)cc2)c1
  -12% | 1% | -2.0 | -3% | -57%[inhibitor] | i | 4 | -30
CC1c2[nH]c3ccccc3c2C[C@H]2C(=O)N(CCCN(C)C)CC(=O)N12 (some centres undefined)
  0% | -2% | -3.3 | 11% | 0% | i | 2 | -5
COC(=O)CCCCC1=CCC2C(=O)C=C(O)C2C1 (centres undefined)
  14% | . | 0.1 | 7% | i | i | -4 | 0
O=C(COC(=O)CNC(=O)c1ccccc1F)Nc1cccnc1Cl
  -7% | -5% | 1.6 | 15% | -73%[inhibitor] | i | 0 | -11
O=C(NCC1CCCO1)C1CCCN(c2ncccn2)C1 (centres undefined)
  12% | 1% | 0.7 | -4% | -15%[57.5 µM] | . | -6 | -7
Cc1ccc(N2CC(C(=O)Nc3cccc(C(=O)NC4CC4)c3)CC2=O)cc1 (centres undefined)
  22% | -8% | 1.8 | -2% | i | i | 0 | 5
Cc1ccc(NC(=O)N(CCCN2CCOCC2)Cc2cccnc2)cc1C
  1% | -1% | 0.7 | 2% | -21% | i | -11 | 6
COc1ccc(C(=O)c2c(O)cc(-c3ccc(OC)cc3)oc2=O)cc1
  9% | ? | -0.2 | -5% | -9% | i | -22 | -23

Arranged by molecular weight (lowest first): part of the list above.
Value order – EPAC2 antag | MmCpn inh | CCT modulator | EPAC2 agonist | PTHR1 agonist | Akt phos inh | DRD3 agonist | D3 antag
COC(=O)CCCCC1=CCC2C(=O)C=C(O)C2C1 (centres undefined)
  14% | . | 0.1 | 7% | i | i | -4 | 0
Cc1ccc(N2CC(C(=O)Nc3cccc(C(=O)NC4CC4)c3)CC2=O)cc1 (centres undefined)
  22% | -8% | 1.8 | -2% | i | i | 0 | 5
Cc1ccc(NC(=O)N(CCCN2CCOCC2)Cc2cccnc2)cc1C
  1% | -1% | 0.7 | 2% | -21% | i | -11 | 6

Later entries.
Value order – EPAC2 antag | MmCpn inh | CCT modulator | EPAC2 agonist | PTHR1 agonist | Akt phos inh | DRD3 agonist | D3 antag
CC(NC(=O)Nc1ccc([N+](=O)[O-])cc1)C(c1ccccc1)N1CCOCC1 (centres undefined)
  -7% | -1% | -2.8 | 16% | -4% | i | -4 | 5
Cc1cc(S(=O)(=O)NCc2cccs2)ccc1-n1cnnn1
  7% | 1% | 0.3 | -8% | i | i | 2 | 5
O=S(=O)(c1ccccc1)N1CCN(c2nnc(-c3ccccc3)c3ccccc23)CC1
  -6% | 0% | -9.5 | 16% | -30%[inhibitor] | i | -10 | -13
COc1ccc2nc(NC(=O)C3CCCN(S(=O)(=O)c4cccs4)C3)sc2c1 (centres undefined)
  5% | -22% | 0.1 | 11% | i | i | -11 | 13
C=CCn1c(SCC(=O)c2cc(C)n(CCOC)c2C)nc2sc(C)c(C)c2c1=O
  4%[57.1 µM] | 2% | -1.8 | -4% | i | i | 14 | 21
CCOC(=O)C1CCN(C(=O)COC(=O)Cc2ccc(Cl)cc2)CC1
  -3% | 0% | 0.2 | -3% | -3% | i | 0 | 35
COc1ccc(S(=O)(=O)NC(=O)C2(C)CCN2C(=O)c2ccc(C(F)(F)F)nc2C)cc1 (centres undefined)
  2% | . | -1.6 | 3% | -22% | i | 5 | 24
CCC(C)N1C(=O)S/C(=C/c2ccc(Sc3nc4ccccc4[nH]3)o2)C1=O (centres undefined)
  -7% | 1% | -1.7 | 15% | -13%[57.5 µM] | i | 5 | 4
CCOC(=O)C(=O)Nc1ccc(OCc2ccccc2)cc1
  9% | -2% | -0.4 | -2% | -18% | i | 1 | 13
CCOc1ccc(N2C(=O)Nc3ccc(Br)cc3C2(O)C(=O)NC(C)C)cc1 (centres undefined)
  2% | -3% | 1.2 | 0% | -14% | i | 10 | -13
COC(=O)c1ccc(NC(=S)NCCc2ccccc2)cc1
  -1% | -2% | 2.2 | -5% | -2%[57.5 µM] | i | -5 | 13
O=C(NN=Cc1cc(Cl)ccc1[N+](=O)[O-])c1cccc2ccccc12
  7% | . | 0.1 | 3% | -5% | i | 3 | 9
COc1ccc(CCC(=O)N2CCN(S(=O)(=O)c3ccc(OC(F)(F)F)cc3)CC2)cc1
  -6% | 1% | -2.8 | -4% | -16% | i | 3 | 18
CC(NS(=O)(=O)c1ccc(NC(=O)N2CCCCC2)cc1)c1ccccc1 (centres undefined)
  -2% | -1% | -3.6 | 0% | -9% | i | 1 | 10
Cc1ccc(NC(=O)C2CCN(S(=O)(=O)c3cccc(C(F)(F)F)c3)CC2)nc1
  5% | 1% | 1.2 | -7% | -37%[inhibitor] | i | -24 | -20
CCOC(=O)c1[nH]c(=O)[nH]c1CSCCO
  4% | -1% | -0.5 | 8% | 4% | i | -7 | -23
CCCn1c2c(c(O)c(C(=O)NC)c1=O)CCCC2
  -13% | ? | -2.2 | -1%[15.6 µM] | -4%[57.5 µM] | . | 8 | -8
CC(=O)c1ccc(S(=O)(=O)N2CCNC(=O)C2)cc1
  16% | 4% | -1.3 | 1% | -42% | i | 5 | 20
C/C=C/c1ccc(OCC(=O)Nc2cc(S(=O)(=O)N3CCOCC3)ccc2N2CCCC2)c(OC)c1
  -9% | -4% | -1.7 | 5% | -9% | i | 4 | 7
Cc1ccc(N(C(=O)Cn2nnc(-c3ccccc3)n2)C(C(=O)NC2CCCCC2)c2ccccn2)cc1C (centres undefined)
  2% | -2% | -2.2 | -4% | i | i | -7 | 12
Cc1ccc(CN2CC(C(=O)O)CC2=O)cc1 (centres undefined)
  1% | -20% | 1.6 | 10% | 6% | . | -2 | 27
Cc1c(C)c2ccc(OCC(=O)Nc3nccs3)cc2oc1=O
  -11% | -7% | 0.1 | 8% | -41%[inhibitor] | i | -1 | -7
CC1CC(C)CN(C(=O)c2cc(-c3ccncc3)nc3ccccc23)C1 (centres undefined)
  -1% | 2% | -0.9 | -1% | i | i | -12 | -1
C=C[C@@H]1c2ccccc2N(S(=O)(=O)c2ccc(C)cc2)[C@H](c2ccc(C(=O)OC)cc2)C1(C#N)C#N
  -7% | 3% | 0.7 | 8% | i | i | -1 | -4
Cc1ccc(S(=O)(=O)N2CCCCC2)cc1C(=O)Nc1ccc(N2CCOCC2)cc1
  -7% | 0% | 0.0 | 7% | -10% | i | 0 | 2
CCCCN1C(=O)C2(NNc3ccccc3O2)c2ccccc21 (centres undefined)
  1% | -2% | 0.0 | 10% | -22% | i | 2 | 8
CC1=C(C(=O)Nc2ccc(C)cc2C)C(c2cccs2)NC(=S)N1 (centres undefined)
  0% | 0% | 0.1 | 7% | -23% | i | 10 | 15
CN1CCN(CCCCOc2ccc(Br)cc2)CC1
  23% | 1% | -6.3 | -4% | -11% | i | -1 | -7
O=C(Oc1cccc(OC(=O)c2ccco2)c1)c1ccco1
  0% | -15% | -0.6 | 5% | i | i | -7 | -20
COc1cccc(N/C(SCc2cccc([N+](=O)[O-])c2)=C(/C#N)C(N)=O)c1
  10% | 3% | -1.0 | 4% | -26% | i | -15 | -8
Cc1cc(SCC(=O)c2ccccc2)nc(=O)[nH]1
  4% | 0% | -0.8 | 0% | i | i | 0 | -1
CS(=O)(=O)N1CCCC(C(=O)NCc2cccs2)C1 (centres undefined)
  8% | -2% | -2.2 | 3% | -2%[57.5 µM] | . | 3 | -10
Cc1nc(C)c(-c2ccc(SCC(=O)Nc3ccc(C)c(Cl)c3)nn2)s1
  4% | -3% | -2.0 | -14% | -32%[inhibitor] | i | 6 | 21
CC(=O)c1ccc(C(=O)NC2CC(C)(C)Cc3c2cnn3-c2ccccc2)cc1 (centres undefined)
  -2% | -1% | -1.0 | -21% | -18% | i | -17 | -9
CCOC(=O)c1cc2c(=O)n3ccccc3nc2n(CC2CCCO2)c1=NC(C)=O (centres undefined)
  -5% | -4% | -2.7 | 0% | i | i | -4 | -13
Cc1ccc(C(=O)Nc2cccc(C(=O)N3CCOCC3)c2)cc1Cl
  -1% | 1% | -3.6 | -6% | -1% | i | 2 | 1
O=[N+]([O-])c1cccc(CNCc2ccccc2)c1
  2% | 3% | 0.1 | 6% | i | i | -18 | ?
C=CCNc1cc(C)oc(=O)c1C(=O)CCC
  12% | 0% | 0.4 | 4% | -1%[57.5 µM] | i | 2 | 25
Cc1ccc(CNc2ncnc3cc(Cl)ccc23)o1
  6% | 1% | -3.3 | -6% | -28% | i | 3 | 54
CC(=O)c1cccc(NC(=O)c2cc3nc(C)cc(C)n3n2)c1
  22% | 0% | 0.5 | 4% | i | i | 2 | 12
CCN(c1ccc(NC(=O)COC(=O)c2ccc(C)c(S(=O)(=O)N3CCOCC3)c2)cc1)C(C)C
  -7%[57.1 µM] | . | -2.5 | 11% | -32%[57.5 µM] | i | -11 | -1
CCC(C(=O)NC1CCCCC1)N(Cc1cccs1)C(=O)c1snc(C(N)=O)c1N (centres undefined)
  -1% | -1% | -1.6 | 4% | -22% | i | 14 | 22
Cc1ccc2nc(NCc3ccco3)c(C=NCc3ccco3)c(=O)n2c1
  -4% | 0% | -1.4 | 0% | 7%[57.5 µM] | i | 1 | 16
COc1cccc(C(=O)COc2ccccc2-c2ccccc2)c1
  5% | 0% | -5.0 | 0% | -3% | i | 8 | 11
Cc1cccc(N/N=C(\C(N)=O)C2=NC(C)(C)Cc3ccccc32)c1
  -12% | 1% | -2.9 | 16% | i | i | 4 | -25
O=C1Nc2ccccc2Nc2ccc([N+](=O)[O-])cc21
  9% | -3% | 1.5 | 2% | i | i | 0 | -7
COCCn1c(C)cc(C(=O)CSc2nc(C)nc3sc4c(c23)CCC4)c1C
  1% | . | -3.7 | -4% | -18%[57.5 µM] | i | 54* | 40
O=C(Cc1ccc([N+](=O)[O-])cc1)Oc1ccccc1
  -10% | . | -2.6 | 7% | i | i | -2 | -12
